D3 ag – D3 dopamine receptor (human) agonism; AID 652048; P35462; actives 0.58% (n = 410,000); max activation, %; D3R DiscoveRx beta-arrestin cells, luminescence, 90 min; in the data active = max activation above about 30%; also: 0% is about no effect; mostly tested at two doses, the higher about 12 µM
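Agonist mode: compounds and dopamine controls were applied to plated cells for 90 min at 37 degrees C after an overnight attachment at 1500 cells/well. Luminescent read-out followed 30 - 60 minutes at room temperature with DiscoveRx detection reagent.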
PTHR1 agonist – agonists of human PTHR1 parathyroid hormone receptor. Potency, µM (top dose mostly 115 µM), inactives show at the top dose activation, hits mostly activators. HEK293 GP2 PTHR1 cells, GloSensor cAMP luminescence, 1 h. actives 0.075% (n = 410,000). Q03431; also: potency is read from the fitted curve at half-maximal effect; nearly all actives have a fitted effect of over 55% in size; some results filed as inactive show a strong effect at the top dose; inactives centre near -15; many of its hits are not listed in these tables
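HEK-293-derived GP2 cells expressing PTHR1 and a GloSensor cAMP reporter, 3,000/well, plated overnight, given luciferin plus IBMX (each 0.5 mM as added) for 1 h at 37 °C, then compound for 1 h at 37 °C. Luminescence was read after 15 min at room temperature.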
EPAC2 ag – activates human EPAC2 exchange factor; AID 720711; actives 0.079% (n = 360,000); Q8WZA2; Potency, µM (series often up to 154 µM), for inactives: top-dose activation, hits mostly activators; EPAC2 activation, biochemical qHTS; response scale: 100% = 6.5 mM cAMP response; also: potency is read from the fitted curve at half-maximal effect; nearly all actives have a fitted effect of over 50% in size
Target sequence (Q8WZA2 whole entry, looked up): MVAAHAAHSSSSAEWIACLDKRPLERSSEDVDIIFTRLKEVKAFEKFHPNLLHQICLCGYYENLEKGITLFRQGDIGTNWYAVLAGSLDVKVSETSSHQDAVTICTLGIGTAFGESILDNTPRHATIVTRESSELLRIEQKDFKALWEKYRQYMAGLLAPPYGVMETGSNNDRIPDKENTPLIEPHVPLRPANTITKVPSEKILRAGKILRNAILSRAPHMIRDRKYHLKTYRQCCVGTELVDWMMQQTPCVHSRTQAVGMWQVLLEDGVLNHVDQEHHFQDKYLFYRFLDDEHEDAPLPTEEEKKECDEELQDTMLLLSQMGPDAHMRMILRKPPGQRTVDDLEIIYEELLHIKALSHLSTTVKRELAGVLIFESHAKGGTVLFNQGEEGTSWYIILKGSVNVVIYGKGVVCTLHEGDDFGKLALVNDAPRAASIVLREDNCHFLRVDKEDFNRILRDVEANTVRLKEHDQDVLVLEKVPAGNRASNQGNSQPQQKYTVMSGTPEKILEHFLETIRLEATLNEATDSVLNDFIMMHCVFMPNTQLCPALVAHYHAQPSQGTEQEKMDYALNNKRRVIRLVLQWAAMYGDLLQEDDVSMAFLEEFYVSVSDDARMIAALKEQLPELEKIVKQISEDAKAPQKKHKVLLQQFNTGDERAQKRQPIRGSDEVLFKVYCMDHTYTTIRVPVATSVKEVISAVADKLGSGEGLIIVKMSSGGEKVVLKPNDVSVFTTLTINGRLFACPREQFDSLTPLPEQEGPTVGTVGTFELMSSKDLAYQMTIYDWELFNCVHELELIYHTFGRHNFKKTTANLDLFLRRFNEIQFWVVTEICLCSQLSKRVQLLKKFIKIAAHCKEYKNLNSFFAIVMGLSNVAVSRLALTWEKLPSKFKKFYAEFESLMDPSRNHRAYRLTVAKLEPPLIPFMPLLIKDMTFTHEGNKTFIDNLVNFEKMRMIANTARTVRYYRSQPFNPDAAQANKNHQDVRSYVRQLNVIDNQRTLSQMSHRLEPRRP
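Compounds were titrated in qHTS against a Rap1B-BODIPY-GDP (250 nM) complex with EPAC2 (100 nM) and GDP (50 uM). BODIPY-GDP release tracked at 480/540 nm over 30 min at room temperature, normalized to 6.5 mM cAMP.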
pAkt inh – inhibitors of Akt phosphorylation | Neuro2A IGF-stimulated pAkt S473 HTRF, 20 min; hits give low values | activity change, % for hits at 50 µM | actives 0.32% (n = 360,000); in the data active = activity change below about -80%; inconclusive = mostly about -51% to -80%; also: % is scaled to controls: 0 for no effect and ±100 for the full control effect
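Single-point screen (50 µM final compound) in Neuro2A cells stimulated 20 min with 6 nM IGF at 37 deg C. After lysis, Ser473-phosphorylated Akt read by HTRF (ex 330 nm, em 615/665 nm) as the 665/615 ratio.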
EPAC2 antag – antagonists of human EPAC2; Q8WZA2; actives 0.18% (n = 360,000); Potency, µM (top dose mostly 114 µM), for the others: at the top dose activity, negative = inhibition, most hits filed as inhibitors; EPAC2 GEF exchange of Rap1B-BODIPY-GDP, fluorescence; also: potency is read from the fitted curve at half-maximal effect; % is scaled to controls: 0 for no effect and ±100 for the full control effect; nearly all actives have a fitted effect of over 45% in size; many of its hits are not listed in these tables
CCT chaperon mod – changes cytosolic chaperonin activity; AID 651819; purified chaperonin ATPase assay, HTRF ADP detection, 30 min; actives 0.3% (n = 360,000); activity change, % (concentration not given with the values), hits read low; in the data active = activity change below about -30%; also: % is scaled to controls: 0 for no effect and ±100 for the full control effect
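We incubate TRiC, 40 or 20 nM final, with library compounds at 76 uM and 10 uM ATP for 30 min at 37 °C. ADP formed is detected with Transcreener HTRF reagents after 30 min at room temperature.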
DRD3 antagonist – antagonists of human D3 dopamine receptor. P35462. D3R cells, DiscoveRx beta-arrestin luminescence, antagonist mode; hits give low values. max response, negative = inhibition, %. actives 2.5% (n = 360,000); in the data active = max response below about -50%; inconclusive = no clear call, values can overlap the other calls; also: % is scaled to controls: 0 for no effect and ±100 for the full control effect; mostly tested at two doses, the higher about 12 µM
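Cells plated overnight at 1500 cells/well, then exposed to library compounds with dopamine controls for 90 minutes at 37 degrees C. DiscoveRx reagent added for 30–60 minutes at room temperature; luminescence read, quantitative HTS format.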
Mm-Cpn inhibitor – inhibitors of Methanococcus maripaludis chaperonin (MmCpn). Potency, µM (titrated, usually from 76.9 µM), for the others: top-dose activity, negative = inhibition, most hits filed as inhibitors. purified Mm-Cpn ATPase, ADP Transcreener TR-FRET. actives 0.031% (n = 330,000); also: potency is read from the fitted curve at half-maximal effect; % is scaled to controls: 0 for no effect and ±100 for the full control effect; nearly all actives have a fitted effect of over 80% in size
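Measured: ADP formation by purified Mm-CPN. Conditions: 25 nM protein, 10 uM ATP, Tris pH 7.4 with Mg2+, K+ and DTT, 37°C for 30 min. Detection: Transcreener HTRF after 30 min at room temperature.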
Numbers without * were called inactive; i = inactive; ? = inconclusive; . = not tested or not shown; [ ] = dose if it differs, or a comment. Unless noted, calls follow the shape of the dose curve; as a rule, active = well fitted curve in the direction sought with a large enough effect; inconclusive = small, poorly fitted or top-dose-only effect, or another doubt; inactive = no such curve, though single readings can be large; an effect the other way counts as inactive or inconclusive. An excerpt. The share of hits here may be higher or lower than overall.

SMILES	D3 ag	PTHR1 agonist	EPAC2 ag	pAkt inh	EPAC2 antag	CCT chaperon mod	DRD3 antagonist	Mm-Cpn inhibitor
Cc1ccc(S(=O)(=O)N2CCCCC2C(=O)NCc2ccco2)cc1 (configuration not stated)	0	?	5%	i	-4%	-2.1	-19	0%
CSc1ccc(CN(C)CC(=O)NCCc2ccccc2)cc1	-13	-5%	4%	i	-12%	0.3	-20	2%
CCCS(=O)(=O)N1CCN(Cc2ccccc2C(F)(F)F)CC1	-5	-8%[57.5 µM]	7%	i	6%	2.8	?	0%
O=C(Nc1cccc([N+](=O)[O-])c1)c1cc(S(=O)(=O)N2CCOCC2)cs1	-30	-18%	7%	i	-5%	-2.4	-17	0%
Cc1c(C)n(Cc2ccc(F)cc2)c2ccc(C(=O)NCCN3CCOCC3)cc12	-1	-16%	5%	i	-2%	-3.6	1	0%
CCOC(=O)c1oc2ccc(Br)cc2c1COC(=O)C1=COCCO1	7	-5%	8%	i	-3%	0.1	4	2%
CCCNC(=O)C1(C)CCN(Cc2ccc(OCc3ccccc3)cc2)C1 (configuration not stated)	-15	i	14%	.	-4%	0.3	-27	.
COc1cccc(CN2CCN(CC#Cc3ccccc3)CC2CCO)c1 (configuration not stated)	-11	?	4%	i	-11%	-1.7	-15	-2%
O=C(NCCc1ccccc1)C(=O)NC1CCCCC1	2	22%	3%	i	17%	4.0	16	-5%
O=c1c2ccccc2nnn1CSc1nc2ccccc2c(=O)n1Cc1ccco1	-6	-31%[inhibitor][57.5 µM]	14%	i	-2%	0.5	0	-1%
Cc1occc1-c1nnc(SC(C)C(=O)Nc2ccccc2F)o1 (configuration not stated)	-12	i	6%	i	12%	-3.4	6	1%
COc1cccc(CN2CCNC(=O)C2CC(=O)NCc2cn3ccccc3n2)c1OC (configuration not stated)	-3	i	-1%	i	-11%	-0.5	12	0%

The final 2 entries of the part before are carried over, then new ones follow.
SMILES	D3 ag	PTHR1 agonist	EPAC2 ag	pAkt inh	EPAC2 antag	CCT chaperon mod	DRD3 antagonist	Mm-Cpn inhibitor
Cc1occc1-c1nnc(SC(C)C(=O)Nc2ccccc2F)o1 (configuration not stated)	-12	i	6%	i	12%	-3.4	6	1%
COc1cccc(CN2CCNC(=O)C2CC(=O)NCc2cn3ccccc3n2)c1OC (configuration not stated)	-3	i	-1%	i	-11%	-0.5	12	0%
CC/C(=N\NS(=O)(=O)c1ccc(C)cc1)c1ccco1	9	-3%	9%	i	-8%	0.8	0	1%
Cc1ccc(NC(=O)CN2c3cccc4cccc(c34)S2(=O)=O)cc1	-9	-8%	14%	i	-2%	-2.6	-9	-29%
CCc1ccc(-c2nc(SCC(=O)NC3CCCC3)n[nH]2)cc1	11	-20%	5%	i	-1%	-2.5	22	-2%
Cc1ccc(S(=O)(=O)N2CCCCC2)cc1NC(=O)CCCOc1ccccc1	-9	-9%	8%	i	-12%	0.0	-8	0%
Cc1nn2c(-c3ccccn3)ccnc2c1Cl	11	-22%	-2%	i	-11%	0.4	18	1%
COc1ccccc1C(=O)NCCc1c(C)[nH]c2c(C)ccc(F)c12	5	-8%	6%	i	-3%	-5.1	-14	-1%
CCC(C)C(=O)OCC1(c2ccc(C)cc2OC(=O)C(C)C)CO1 (configuration not stated)	6	i	7%	i	-7%	-0.1	23	-1%
CC(C)=CC(=O)OCC(=O)Nc1ccccc1Cl	-11	i	4%	i	8%	-54*	-13	1%
CCOC(=O)c1cnc(/N=C/N(C)C)s1	-7	i	5%	i	4%	1.1	-2	0%
Nc1c(Cl)ncnc1NCc1cccnc1	10	i	-2%	i	-5%	-1.1	-4	1%
Fc1cccc2sc(Nc3nc4c(F)cccc4s3)nc12	-6	-5%	14%	i	23%	1.9	5	-11%
CCCn1c(SCc2cc(=O)oc3ccc4ccccc4c23)n[nH]c1=O	-4	i	0%	i	1%	-0.7	-2	-2%
COc1ccc(C(=O)c2[nH]c(N)c(C(=O)NCCc3c[nH]c4ccccc34)c2-c2ccc(C(F)(F)F)cc2)cc1	4	-5%	-10%	i	-8%	-0.9	18	.
CCOCc1nnc(NC(=O)C2CCN(C(=O)c3ccco3)CC2)s1	-20	i	11%	i	2%	-3.2	-16	4%
COc1cc(-c2nc3n(c(=O)c2C#N)CCS3)cc(OC)c1OC	-2	i	2%	i	1%	1.0	-6	2%
CCCCCOC(=O)C1=C(C)Nc2nnnn2C1c1ccccc1Cl (configuration not stated)	0	i	-11%	i	?	-0.4	?	-2%
O=C(CC1CCCCC1)NCc1ccco1	6	i	1%	i	4%	-2.7	-10	2%
Cn1c(=O)c2[nH]c(N=Nc3ccc(N)cc3N)nc2n(C)c1=O	5	i	9%	i	-11%	-0.9	?	-4%
CS(=O)(=O)NNC(=O)C1Cc2c(ccc3ccccc23)O1 (configuration not stated)	-5	i	-6%	i	-14%	0.2	12	3%
CN(C(=O)CN1C(=O)NC(c2ccccc2)(c2ccccc2)C1=O)C1CCS(=O)(=O)C1 (configuration not stated)	-16	i	-3%	i	1%	1.2	-2	0%
COc1ccc(NC(=O)C2C(c3ccccc3)C2(Cl)Cl)c(OC)c1 (configuration not stated)	0	-27%	18%	i	?	1.1	14	-2%
CCOC(=O)c1nnn(-c2nonc2N)c1CN(CC)CC	-6	i	2%	i	-15%	-2.0	14	1%
Cc1ccc(C)c(CN2CCC(n3nccc3NC(=O)CCCc3ccccc3)CC2)c1	-18	i	8%	i	-21%	-1.2	-65*	0%
CCOc1ccc(S(=O)(=O)N2CCN(C(=O)c3cc([N+](=O)[O-])ccc3N3CCOCC3)CC2)cc1	-5	-7%	5%	i	6%	-2.4	-15	1%
CCOC(=O)CNC(=O)C(CC(C)C)NC(=O)C1CCCCC1 (configuration not stated)	0	i	2%	i	-1%	0.3	19	-1%
CC(OC(=O)c1cc(S(=O)(=O)N2CCOCC2)ccc1F)C(=O)NC1CCCCC1C (configuration not stated)	0	-57%[inhibitor]	22%	i	13%	-0.6	13	2%
O=C(Nc1ccccc1)OCCCCCOC(=O)Nc1ccccc1	4	-2%	8%	i	3%	0.1	10	1%
Cc1cccc(NC(=O)CCCN2C(=S)NC(C)(C)CC2C)c1C (configuration not stated)	4	-10%	-5%	i	9%	-1.5	-3	1%
O=C(OCC(=O)c1c[nH]c2ccccc12)c1cccc(O)c1	7	-40%[inhibitor]	2%	i	-28%	1.6	0	3%
O=C(COc1ccc(Cl)cc1Cl)NC1CC1	5	-30%	5%	i	-6%	0.6	26	.
O=C(COC(=O)Cc1ccc(Br)cc1)Nc1c(F)c(F)c(F)c(F)c1F	-1	i	-11%	i	-2%	-0.1	-13	-2%
COc1cccc(CN2CCN(c3nc4nonc4nc3N3CCCCC3)CC2=O)c1	-3	i	20%	i	-1%	-1.3	0	0%
Cc1cc(C)cc(NC(=O)Cn2cc(C=O)c3ccccc32)c1	-8	-35%[inhibitor]	2%	i	4%	-0.7	-13	-9%
COc1ccc(C(=O)C2CCN(C(=O)c3ccc(C)cc3)CC2)cc1	-1	-15%	4%	i	5%	-6.5	15	-1%
Cc1cc(C)n2nc(C(=O)OCC(=O)Nc3ccc4c(c3)OC(F)(F)O4)nc2n1	1	i	-2%	i	10%	-0.9	0	1%
O=C(COC(=O)c1cccc(-n2cnnn2)c1)c1ccc(Br)cc1	7	0%	0%	i	10%	-0.9	2	-13%
COc1ccccc1NC(=O)C1CCN(c2ncccn2)CC1	0	i	4%	i	5%	2.1	16	0%
COc1ccc(C(=O)NCCn2ccc3ccccc32)c(OC)c1	1	-8%[57.5 µM]	9%	i	3%	-1.2	10	1%
COc1ccccc1NC(=O)C1CCN(S(=O)(=O)c2ccc3c(c2)CC(C)N3C(C)=O)CC1 (configuration not stated)	-14	-3%	10%	i	-1%	-3.1	-6	2%
O=S(=O)(CCN1CCN(C(c2ccccc2)c2ccccc2)CC1)C(F)(F)F	0	26%[57.5 µM]	-6%	.	-10%	-0.1	-50*	1%

Molecules shown so far that have fluorine (ten):
SMILES	D3 ag	PTHR1 agonist	EPAC2 ag	pAkt inh	EPAC2 antag	CCT chaperon mod	DRD3 antagonist	Mm-Cpn inhibitor
CCCS(=O)(=O)N1CCN(Cc2ccccc2C(F)(F)F)CC1	-5	-8%[57.5 µM]	7%	i	6%	2.8	?	0%
Cc1c(C)n(Cc2ccc(F)cc2)c2ccc(C(=O)NCCN3CCOCC3)cc12	-1	-16%	5%	i	-2%	-3.6	1	0%
Cc1occc1-c1nnc(SC(C)C(=O)Nc2ccccc2F)o1 (configuration not stated)	-12	i	6%	i	12%	-3.4	6	1%
COc1ccccc1C(=O)NCCc1c(C)[nH]c2c(C)ccc(F)c12	5	-8%	6%	i	-3%	-5.1	-14	-1%
Fc1cccc2sc(Nc3nc4c(F)cccc4s3)nc12	-6	-5%	14%	i	23%	1.9	5	-11%
COc1ccc(C(=O)c2[nH]c(N)c(C(=O)NCCc3c[nH]c4ccccc34)c2-c2ccc(C(F)(F)F)cc2)cc1	4	-5%	-10%	i	-8%	-0.9	18	.
CC(OC(=O)c1cc(S(=O)(=O)N2CCOCC2)ccc1F)C(=O)NC1CCCCC1C (configuration not stated)	0	-57%[inhibitor]	22%	i	13%	-0.6	13	2%
O=C(COC(=O)Cc1ccc(Br)cc1)Nc1c(F)c(F)c(F)c(F)c1F	-1	i	-11%	i	-2%	-0.1	-13	-2%
Cc1cc(C)n2nc(C(=O)OCC(=O)Nc3ccc4c(c3)OC(F)(F)O4)nc2n1	1	i	-2%	i	10%	-0.9	0	1%
O=S(=O)(CCN1CCN(C(c2ccccc2)c2ccccc2)CC1)C(F)(F)F	0	26%[57.5 µM]	-6%	.	-10%	-0.1	-50*	1%

Screening results as filed in PubChem BioAssay.
